# Fh CTSL1 inh – blocks F. hepatica cathepsin L1 in PFM18AAP counter-screen; AID 1906; inhibition, % at 5.96 µM; recombinant F. hepatica cathepsin L1, Z-Leu-Arg-MCA fluorescence; hit rate 0.49% among 300,000;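 active = inhibition above the mean of all tested compounds plus 3 SD, set per screening campaign, cut at about 17% in these data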;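 note: 0% = plate median of test compound wells and 100% = 1 µM Z-Phe-Ala-diazomethylketone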
# GASC-1 inh – inhibitors of human GASC-1 (JMJD2C) demethylase. AID 2099. Q9H3R0. inhibition, % at 2.35 µM. GST-JMJD2C(1-420) H3K9me3 demethylation, DELFIA europium. hit rate 0.069% among 330,000;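 active = more than half of a compound's replicate wells show inhibition beyond 50%, single wells judged on their own value; inconclusive = some, but no more than half, of replicates pass 50% inhibition; inactive = no replicate passes 50% inhibition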;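 note: signal counts dimethyl H3K9 product captured on neutravidin plate; 0% = median of DMSO wells and 100% = 0.3 times that DMSO median; strong numbers were not always called active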
# Target sequence (Q9H3R0 1-420 limits assumed): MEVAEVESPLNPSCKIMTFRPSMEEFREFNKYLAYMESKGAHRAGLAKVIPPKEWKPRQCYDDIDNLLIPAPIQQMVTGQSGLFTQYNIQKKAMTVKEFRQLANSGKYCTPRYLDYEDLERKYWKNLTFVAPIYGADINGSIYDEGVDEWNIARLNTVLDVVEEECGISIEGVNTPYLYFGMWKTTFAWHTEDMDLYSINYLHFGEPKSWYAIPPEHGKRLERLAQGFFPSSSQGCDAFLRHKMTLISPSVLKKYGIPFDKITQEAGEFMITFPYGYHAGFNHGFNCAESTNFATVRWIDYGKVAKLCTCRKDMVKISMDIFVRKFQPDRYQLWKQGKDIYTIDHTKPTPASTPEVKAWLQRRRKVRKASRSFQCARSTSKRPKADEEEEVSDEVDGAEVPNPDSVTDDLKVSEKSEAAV
# HCV core dimer – HCV core protein dimerization inhibition | TR-FRET GST/Flag-core106 dimerization, 1536-well | inhibition, % at 5 µM | hit rate 0.33% among 300,000;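 active = inhibition above the mean of all tested compounds plus 3 SD, set per screening campaign, cut at about 45% in these data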
#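 Assay system: tagged HCV core106 pair (GST and Flag); medium: KF-containing HEPES buffer, pH 7.45, DTT, CHAPS, BSA; also added: Eu donor and XL665 acceptor anti-tag antibodies; dosing: 5 µM single dose; timing: compound-protein-antibody incubation 4 h at 22.5 °C; signal: TR-FRET 671 and 617 nm emission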
# Efflux pump inh – inhibitors of Candida antifungal efflux pumps expressed in yeast | S. cerevisiae Candida pump triplex, Nile Red efflux | inhibition, % at 10 µM | hit rate 0.44% among 330,000 | AID 485275;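 active = plate passing quality check with inhibition over a set limit, or well fluorescence over plate mean plus 4 SD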;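 note: Nile Red retained in pooled yeast measured as flow cytometry median fluorescence; 0% = buffer negative control and 100% = Enniatin B positive control; higher means more Nile Red kept so more efflux inhibition; some compounds called inactive have numbers as strong as hits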
# proCasp7 act – activates human procaspase-7, counter-screen for procaspase-3 activators | P55210 | AID 463210 | activation, % at 8.5 µM | hit rate 0.093% among 330,000 | recombinant procaspase-7, Ac-DEVD-pNA absorbance 405 nm; D23A/D198A/D206A triple mutant, cannot self-cleave; scale: DMSO 0, 5 µM enzyme 100;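 active = percent activation above the screen-wide mean plus 3 SD, cut at about 25% in these data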
#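 Assay system – Uncleavable procaspase-7 mutant enzyme · Quantity – 2 µM procaspase-7 mutant as dispensed · Times – 1 h preincubation, 2 h reaction · Dosing – single nominal 8.5 µM compound dose, 0.8% DMSO final · Buffer or medium – Zinc-free 50 mM HEPES buffer, pH 7.4, with NaCl and Triton X-100 · Detection – Epi-absorbance of released pNA at 405 nm, two timepoints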
# PP1 inh – counter-screen for PP5 inhibitors: inhibitors of human PP1-alpha. P62136. purified PP1alpha, OMFP fluorescence. inhibition, % at 6.7 µM. hit rate 0.9% among 320,000. AID 2235;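 active = inhibition above the mean inhibition of all tested compounds plus 3 SD, computed separately for each screening campaign, cut at about 15% in these data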
# Target sequence (P62136 whole entry, looked up): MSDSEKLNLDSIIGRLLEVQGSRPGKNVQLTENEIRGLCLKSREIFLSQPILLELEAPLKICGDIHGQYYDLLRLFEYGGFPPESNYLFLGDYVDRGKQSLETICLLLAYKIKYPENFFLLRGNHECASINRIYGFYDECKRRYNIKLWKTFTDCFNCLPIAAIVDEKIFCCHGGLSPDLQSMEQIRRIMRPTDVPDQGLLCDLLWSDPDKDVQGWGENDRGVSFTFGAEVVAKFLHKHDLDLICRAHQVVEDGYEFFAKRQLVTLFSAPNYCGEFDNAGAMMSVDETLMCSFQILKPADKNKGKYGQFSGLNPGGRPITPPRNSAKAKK
# TPT1 inh – blocks Candida albicans tRNA 2'-phosphotransferase; recombinant caTPT1, FP RNA substrate dephosphorylation; inhibition, % at 5 µM; hit rate 0.81% among 300,000;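 active = inhibition above the mean of all tested compounds plus 3 SD, set per screening campaign, cut at about 24% in these data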;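 note: plate controls were DMSO alone for no effect and ferristatin control at 100 nM for full effect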
# procasp3 activ – activators of human procaspase-3; P42574; recombinant procaspase-3 D3A, Ac-DEVD-pNA absorbance 405 nm; activation, % at 8.5 µM; hit rate 0.11% among 330,000;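 active = activation above the mean of all tested compounds plus 3 SD, cut at about 21% in these data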;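 note: 0% = DMSO alone and 100% = DMSO wells spiked with extra 5 µM PC-3 D3A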
# Target sequence (P42574 whole entry D9A/D28A/D175A): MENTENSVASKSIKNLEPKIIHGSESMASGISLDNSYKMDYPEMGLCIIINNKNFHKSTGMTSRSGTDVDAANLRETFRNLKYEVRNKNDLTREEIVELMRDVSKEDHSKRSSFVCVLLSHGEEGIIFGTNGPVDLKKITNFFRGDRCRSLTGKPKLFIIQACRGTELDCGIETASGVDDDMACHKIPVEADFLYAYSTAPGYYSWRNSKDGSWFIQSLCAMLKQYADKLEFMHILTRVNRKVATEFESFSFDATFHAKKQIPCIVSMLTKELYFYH
#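 Assay system: Procaspase-3 D3A mutant, all three cleavage aspartates alanine. Buffer or medium: Zinc-free HEPES saline buffer with Triton X-100. Times: 1 h compound preincubation, 2 h substrate hydrolysis at 25 °C. Measured by: 405 nm absorbance of p-nitroaniline, reads at 0 and 120 min. Read-out basis: percent activation relative to control range. Replicates: singlicate.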
# PP5 inh – blocks human protein phosphatase 5 activity | P53041 | purified PP5c, OMFP substrate fluorescence | inhibition, % at 6.7 µM | hit rate 0.18% among 320,000;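 active = inhibition above the campaign's mean inhibition across all tested compounds plus 3 SD, cut at about 9.5% in these data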;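 note: 0% = DMSO only and 100% = 100 µM cantharidin control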
# Numbers without * were called inactive; ? = inconclusive.
SMILES,Fh CTSL1 inh,GASC-1 inh,HCV core dimer,Efflux pump inh,proCasp7 act,PP1 inh,TPT1 inh,procasp3 activ,PP5 inh
Cc1noc(C)c1CSCC(=O)Nc1cc(C(F)(F)F)ccc1N1CCCCC1,-1,-8,0,0.4,11,1,2,0,3.5
COc1cc(CN2CCCC(CCC(=O)NCc3ccc(C)o3)C2)cc2c1OCO2 (stereo not given),-3,4,3,0.0,10,-3,-2,7,2.4
CC(=O)C1C(c2ccc(Cl)cc2)NC(=O)NC1(O)C(F)(F)F (stereo not given),0,2,-10,0.2,-5,0,3,4,-0.1
COc1cc(OC)cc(C(=O)Nc2nc3ccc(S(C)(=O)=O)cc3s2)c1,9,-4,-4,-0.4,10,-3,-3,-6,-4.8
Cc1nc2nc(-c3ccco3)nn2c(C)c1Cl,-2,0,4,0.0,6,5,4,1,3.7
O=C(COC(=O)c1cc(S(=O)(=O)N2CCOCC2)ccc1O)NCCc1ccccc1,2,2,6,0.0,10,-4,-7,0,-2.1
CN(C)C(=O)c1ccc(-c2cc(C(F)(F)F)nn2C)s1,0,2,0,0.0,2,-4,4,3,1.7
Cc1cc(C)n(-c2nc(NCCO)c3c4c(sc3n2)CCCC4)n1,2,1,2,0.4,10,-1,4,-10,2.6
O=C1CCC(=O)N1CCOP1(=O)COc2ccccc2OC1,-4,2,-2,0.1,8,-1,4,-1,2.7
Cc1ccc(SCC(=O)OCC(=O)NCc2cccs2)cc1C,-7,-5,-2,0.3,7,2,3,-7,3.0
CN1CCN(C2OC(=O)c3ccccc32)CC1 (stereo not given),-3,2,-1,0.0,8,0,-3,2,1.2
COc1ccccc1NC(=O)C1=C(C)Nc2nnnn2C1c1cc(Br)ccc1OC (stereo not given),-1,9,1,0.0,-12,-5,4,-3,-1.4
COc1ccc(-c2nn(-c3ccccc3)cc2C(=O)Nc2ccc(C(=O)O)cc2)cc1,-3,0,11,0.1,-1,-6,1,0,4.3
CN(C(=O)c1ccc2c(c1)SC1=NS(=O)(=O)CCN12)C(c1ccccc1)c1ccccc1,1,3,-2,0.6,1,-4,2,-9,1.2
O=Cc1ccc(OCCN2CCCC2=O)cc1,4,7,-3,-0.1,-1,0,-2,6,-1.0
O=C(Nc1ccccc1C(=O)N1CCCC1)c1cccc(S(=O)(=O)N2CCCCCC2)c1,-3,-4,2,0.2,6,7,-1,2,7.1
CN(C)c1cccc(C(=O)OC(C(=O)Nc2ccc([N+](=O)[O-])cc2Br)c2ccccc2)c1 (stereo not given),-12,7,21,-0.1,3,7,4,-1,2.6
COc1cccc(CNC(=O)CCC2CCCN(C/C=C/c3ccccc3OC)C2)c1 (stereo not given),0,-4,4,0.0,10,-1,-1,6,0.2
CC(C)(C)c1cc(CCC(=O)N2CCC2)cc(C(C)(C)C)c1O,-3,3,3,-0.3,6,-1,-1,3,3.4
CCOCCCNC(=O)Cn1cnc2sc(C)c(S(=O)(=O)N3CCN(c4ncccn4)CC3)c2c1=O,3,8,-1,0.0,6,-6,5,-2,-0.9
S=C(NCc1ccco1)N1CCOCC1,-2,0,-1,0.3,-12,3,-1,-6,-1.2
COc1ccc(NS(=O)(=O)c2csc(C(=O)N3CCCC3)c2)cc1,-4,-6,-1,0.1,10,5,-2,0,0.8
CCN(CC)C(=O)Cn1cc(C(=O)C(=O)Nc2ccc3c(c2)OCCO3)c2ccccc21,3,3,3,-3.1,-2,-3,-1,-5,1.4
O=C1N[C@@H](Cc2ccccc2)C(=O)N2[C@@H]1C[C@@]1(Br)c3ccccc3N(S(=O)(=O)c3ccccc3)[C@@H]21,-4,0,15,-0.1,-3,1,0,5,0.7
CCC(=O)Nc1ccc(C(=O)Nc2ccc3c(c2)C(=O)N(CC2CCCO2)C3=O)cc1 (stereo not given),2,-5,5,0.3,6,3,2,1,-0.6

# 12 structures out of the list, ordered by molecular weight, descending:
SMILES,Fh CTSL1 inh,GASC-1 inh,HCV core dimer,Efflux pump inh,proCasp7 act,PP1 inh,TPT1 inh,procasp3 activ,PP5 inh
O=C1N[C@@H](Cc2ccccc2)C(=O)N2[C@@H]1C[C@@]1(Br)c3ccccc3N(S(=O)(=O)c3ccccc3)[C@@H]21,-4,0,15,-0.1,-3,1,0,5,0.7
CCOCCCNC(=O)Cn1cnc2sc(C)c(S(=O)(=O)N3CCN(c4ncccn4)CC3)c2c1=O,3,8,-1,0.0,6,-6,5,-2,-0.9
CN(C)c1cccc(C(=O)OC(C(=O)Nc2ccc([N+](=O)[O-])cc2Br)c2ccccc2)c1 (stereo not given),-12,7,21,-0.1,3,7,4,-1,2.6
COc1ccccc1NC(=O)C1=C(C)Nc2nnnn2C1c1cc(Br)ccc1OC (stereo not given),-1,9,1,0.0,-12,-5,4,-3,-1.4
O=C(Nc1ccccc1C(=O)N1CCCC1)c1cccc(S(=O)(=O)N2CCCCCC2)c1,-3,-4,2,0.2,6,7,-1,2,7.1
O=C(COC(=O)c1cc(S(=O)(=O)N2CCOCC2)ccc1O)NCCc1ccccc1,2,2,6,0.0,10,-4,-7,0,-2.1
Cc1noc(C)c1CSCC(=O)Nc1cc(C(F)(F)F)ccc1N1CCCCC1,-1,-8,0,0.4,11,1,2,0,3.5
CCC(=O)Nc1ccc(C(=O)Nc2ccc3c(c2)C(=O)N(CC2CCCO2)C3=O)cc1 (stereo not given),2,-5,5,0.3,6,3,2,1,-0.6
O=C1CCC(=O)N1CCOP1(=O)COc2ccccc2OC1,-4,2,-2,0.1,8,-1,4,-1,2.7
CC(C)(C)c1cc(CCC(=O)N2CCC2)cc(C(C)(C)C)c1O,-3,3,3,-0.3,6,-1,-1,3,3.4
CN(C)C(=O)c1ccc(-c2cc(C(F)(F)F)nn2C)s1,0,2,0,0.0,2,-4,4,3,1.7
O=Cc1ccc(OCCN2CCCC2=O)cc1,4,7,-3,-0.1,-1,0,-2,6,-1.0

# Carrying on:
SMILES,Fh CTSL1 inh,GASC-1 inh,HCV core dimer,Efflux pump inh,proCasp7 act,PP1 inh,TPT1 inh,procasp3 activ,PP5 inh
CCCc1cc(=O)oc2cc(C)cc(OC(C)C(=O)NCC3CCC(C(=O)O)CC3)c12 (stereo not given),-2,1,-5,0.3,-8,2,1,-3,0.3
Cc1cccc(N2C(=O)SC(N(C)c3ccccc3)C2=O)c1 (stereo not given),-1,-1,4,0.0,3,5,5,-8,2.0
CN1CCN(NC(=O)c2cc(-c3ccccn3)nc3ccccc23)CC1,-4,-8,-5,-0.8,2,-4,1,5,-1.1
COc1cc(NC(=O)CCc2ccccc2)nc(OC)n1,-1,2,-1,0.0,11,2,-3,8,2.2
CC1CC2(C)Oc3ccccc3C3OCC1(CO)C(C)C32 (stereo not given),-2,?,-7,-0.2,-3,1,0,2,3.9
COc1ccc(CN2C(=O)CSC2c2ccccn2)cc1 (stereo not given),-4,3,-2,0.0,5,-4,-3,-6,1.9
CCc1nnc(NC(=O)C2CCCN2S(=O)(=O)c2ccc(F)cc2)s1 (stereo not given),-6,99,4,0.1,-4,3,2,-7,-3.2
O=C(NCc1cccnc1)c1ccccc1NC(=O)c1c(F)cccc1F,4,2,-14,0.0,4,6,-2,-3,-8.1
Cc1cc(SCc2ccccc2F)nc(=O)[nH]1,-2,9,32,0.0,6,-5,12,-2,-2.0
COC(=O)c1cc(NC(=O)c2ccco2)ccc1N1CCOCC1,-1,-2,0,0.0,-4,-2,2,-1,1.7
Cc1c(C(=O)N2CCC(C)CC2)sc2ncn(CC(=O)N3CCC(C)CC3)c(=O)c12,3,2,-9,0.0,-6,0,0,-5,-6.7
CCOc1cc(NC(=S)NC)c(OCC)cc1NC(=O)c1ccco1,1,-5,-4,-0.5,3,0,-1,3,0.8
COc1ccc(C2N(S(=O)(=O)c3ccc(C)cc3)CCN2S(=O)(=O)c2ccc(C)cc2)cc1,1,5,-3,-0.2,-3,6,-1,2,0.7
O=C(O)c1ccc(/C=N/N2CCN(Cc3cccc4ccccc34)CC2)cc1,6,-3,8,-0.3,-2,-3,-1,1,2.1
COCCCNC(=O)CCN1N=C(c2ccccc2)CCC1=O,7,-11,2,0.1,6,-2,0,-4,0.4
C=CCNC(=O)c1ccc(C)cc1Cl,-4,-7,-2,-0.1,5,-3,1,12,2.5
CSc1nc(N)nc(C(C)C)n1,0,1,-1,-0.1,0,1,-3,-1,-0.7
Cc1cc(C)c2c(N=NN3CCOCC3)[nH]nc2n1,2,17,-7,-0.1,-11,-3,0,-18,0.6
CC(Oc1ccc2c(c1)oc(=O)c1ccccc12)C(=O)NCC1CCC(C(=O)O)CC1 (stereo not given),-1,6,0,0.0,3,-3,-1,3,-1.0
NCCCNC(=O)c1cc2ccccc2[nH]1,-2,-16,-5,-0.1,-5,-1,0,-3,-1.0
O=C(Nc1ccccc1F)c1ccc2c(c1)OCO2,4,-8,-5,0.7,13,4,-3,-1,-1.8
COc1cc(NC(=S)NCc2ccco2)cc(OC)c1OC,-4,-7,-1,-0.4,-4,0,-2,16,-0.2
CCOC(=O)c1oc2c(O)c(O)ccc2c(=O)c1-c1nncn1-c1ccccc1,0,-2,-22,0.0,-12,1,-2,-10,3.2
CC1(C)C2CC[C@]3(C)C(CC=C4[C@@H]5C[C@](C)(CO)CC[C@]5(C(=O)O)CC[C@]43C)[C@@]2(C)CC[C@@H]1O (stereo not given in full),0,0,0,0.0,-2,1,-3,7,5.7
COc1ccc(NC(=O)CSc2nc(O)cc(=O)n2-c2ccccc2OC)cc1,2,-5,9,-0.1,5,21*,7,-2,0.4
C=CCOC(=O)C1=C[C@@H](c2cn(C(C)=O)c3ccccc23)C[C@@H](OCCCCO)O1,1,5,13,0.0,-2,-3,1,0,3.0
Cc1cccc(CN2C[C@]34CC[C@@H](C[C@@H]3S2(=O)=O)O4)c1,1,0,8,0.0,-1,3,1,18,0.1
CCOc1cc(C(=O)Nc2ccccc2N2CCOCC2)ccc1OCC(=O)N1CCCCC1,3,7,-1,0.0,-1,4,-4,4,0.2
Cc1ccc2[nH]c3c(=S)nc[nH]c3c2c1,4,9,33,0.8,-9,-1,-2,-12,2.5
